# Bioassay records from PubChem BioAssay.
# CHO parental Ca – signal in parental CHO cells, OX1R antagonist counter-screen; parental CHO-K1, ATP-induced calcium, Fluo-8 fluorescence; inhibition, % at 5.6 µM; 0.63% of 330,000 active;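 active means inhibition above that plate's mean sample inhibition plus 3 SD, cut at about 26% in these data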;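 further: 0% = ATP-challenged DMSO wells and 100% = DMSO wells without ATP; some compounds past the cut are filed as inactive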
#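 Test system: untransfected parental CHO cell line. Compound: one dose, 5.6 µM nominal. Detection: intracellular calcium via Fluo-8 no-wash fluorescent dye. Measure: % inhibition. Benchmarks: ATP-challenged DMSO wells low, unchallenged DMSO wells high.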
# TAAR1 antag – human TAAR1 antagonism; Q96RJ0; CHO RD-HGA16 TAAR1, Fluo-8 calcium fluorescence, antagonist; inhibition, % at 3 µM; 1.5% of 360,000 active;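 active means inhibition above a per-plate cutoff, the mean inhibition of test compounds on that plate plus 3 SD, cut at about 49% in these data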;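 further: 0% = DMSO plus EC80 beta-PEA response and 100% = DMSO alone without agonist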
#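 System: CHO RD-HGA16 cells bearing hTAAR1. Reagent: EC80 β-phenethylamine stimulus. Schedule: seeding 17-24 h prior, 75-min 37 °C, 30-min RT dye loading. Signal: Fluo-8 intracellular calcium dye fluorescence, real-time kinetic reads. Read-out: % inhibition from peak post-agonist over basal fluorescence ratio. Benchmarks: vehicle wells and EC80 agonist wells. Replicates: n of 1.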
# OXTR potentiate – potentiators of human oxytocin receptor; activation, % at 3 µM; AID 2445; P30559; CHO-OTR cells, Fluo-8 calcium fluorescence, potentiator mode; 0% = oxytocin EC15, 100% = EC100; 0.061% of 320,000 active;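 active means activation above that plate's cutoff, the mean activation of tested compounds plus 3 SD, cut at about 6.6% in these data, passing the limit was not always enough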;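 further: 100% uses oxytocin at 75 nM as the full agonist control; some results filed as inactive read as strong as hits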
#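 Assay system: CHO cell line stably expressing human OTR. Reagent: EC15 oxytocin agonist. Dosing: single dose, 3.0 µM nominal final compound concentration. Timing: compound 6 min at room temperature before oxytocin, 100 s read. Signal: kinetic Fluo-8 calcium fluorescence. Controls: oxytocin EC15 low and EC100 high.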
# CHRM1 agonist – human M1 muscarinic receptor agonism. 0.33% of 360,000 active. activation, % at 3 µM. CHO-K1 hM1, Fluo-8 calcium fluorescence, agonist mode; 0% DMSO, 100% acetylcholine EC100. P11229;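 active means activation above the run's mean compound activation plus 3 SD, cut at about 16% in these data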;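 further: peak over basal fluorescence ratio within a 140 s kinetic read after compound addition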
# Target sequence (P11229 whole entry, looked up): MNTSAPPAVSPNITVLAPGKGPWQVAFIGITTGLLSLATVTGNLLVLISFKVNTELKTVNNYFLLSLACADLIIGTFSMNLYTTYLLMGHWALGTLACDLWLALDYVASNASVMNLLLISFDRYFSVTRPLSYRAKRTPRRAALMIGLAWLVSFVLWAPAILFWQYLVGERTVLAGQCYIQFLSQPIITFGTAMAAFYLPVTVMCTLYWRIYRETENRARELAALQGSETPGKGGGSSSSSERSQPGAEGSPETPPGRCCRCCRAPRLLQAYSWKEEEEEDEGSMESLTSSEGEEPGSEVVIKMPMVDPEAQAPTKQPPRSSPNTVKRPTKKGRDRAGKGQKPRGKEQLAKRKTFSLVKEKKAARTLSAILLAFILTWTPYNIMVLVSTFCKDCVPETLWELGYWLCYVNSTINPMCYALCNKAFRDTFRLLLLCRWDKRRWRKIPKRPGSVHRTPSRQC
# TAAR1 ag – agonists of human TAAR1. 0.99% of 360,000 active. CHO RD-HGA16 TAAR1, Fluo-8 calcium fluorescence; vehicle wells 0%, saturating PEA agonist 100%. activation, % at 3 µM. Q96RJ0. AID 624467;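 active means activation above the mean activation of all test compounds in the run plus 3 SD, cut at about 38% in these data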
#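 Assay system – CHO-derived RD-HGA16 cells with stable Gα16 and human TAAR1 · Compound dosing – one-point dosing at 3 µM (nominal) · Incubation – 17-24 h seeding, 75 min 37 °C dye, 30 min RT · Measured by – kinetic Fluo-8 calcium fluorescence · Control set – DMSO vehicle as 0%, PEA at EC100 as 100% · Repeats – single well for each compound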
# CHRM1 antagonist – antagonists of human M1 muscarinic receptor; P11229; 1.3% of 360,000 active; inhibition, % at 3 µM; CHO-K1 hM1, Fluo-8 calcium fluorescence, ACh EC80 antagonist;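 active means percent inhibition above its own plate's cutoff, namely the mean of that plate's compound wells plus 3 SD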;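 further: peak over basal fluorescence ratio during 140 s after agonist addition; 0% = ACh EC80 plus DMSO and 100% = DMSO alone without agonist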
# OXTR agonist – agonists of human oxytocin receptor | P30559 | CHO-OTR cells, Fluo-8 calcium fluorescence; normalized: DMSO 0%, oxytocin 100% | activation, % at 3 µM | 0.32% of 320,000 active;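 active means activation above the mean of all tested compounds plus 3 SD, cutoff set per screening run, cut at about 20% in these data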;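 further: peak over basal fluorescence ratio from a 100 s FLIPR kinetic read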
# V1aR counter – counter-screen for oxytocin receptor agonists: human V1a receptor agonists; AID 2797; CHO-V1R cells, Fluo-8 calcium fluorescence, agonist mode; 0% DMSO, 100% 3 nM vasopressin; P37288; activation, % at 3 µM; 0.25% of 320,000 active;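 active means activation above the mean activation of all tested compounds plus 3 SD, per screening run, cut at about 20% in these data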;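 further: signal is peak over basal fluorescence ratio across a 100 second FLIPR read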
# Target sequence (P37288 whole entry, looked up): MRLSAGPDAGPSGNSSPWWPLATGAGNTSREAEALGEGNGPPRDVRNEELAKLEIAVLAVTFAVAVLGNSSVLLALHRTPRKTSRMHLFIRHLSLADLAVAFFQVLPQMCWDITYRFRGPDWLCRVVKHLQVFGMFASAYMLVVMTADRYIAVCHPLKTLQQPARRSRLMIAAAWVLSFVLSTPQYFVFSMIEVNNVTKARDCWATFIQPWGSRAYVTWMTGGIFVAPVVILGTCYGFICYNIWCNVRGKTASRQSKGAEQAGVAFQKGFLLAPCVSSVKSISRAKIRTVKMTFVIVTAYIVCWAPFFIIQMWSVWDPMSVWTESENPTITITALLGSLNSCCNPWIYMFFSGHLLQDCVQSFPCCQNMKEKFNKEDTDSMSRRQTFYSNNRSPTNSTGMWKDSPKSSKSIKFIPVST
# CHRM1 PAM – positive allosteric modulators of human M1 muscarinic receptor; AID 588819; CHO-K1 hM1, Fluo-8 calcium fluorescence, ACh EC20; 0% = ACh EC20, 100% = maximal ACh; P11229; 0.088% of 360,000 active; activation, % at 3 µM; in the data active means activation above about 19%, passing the limit was not always enough
# Numbers without * were called inactive; nt = no result given.
(1) CS(=O)(=O)c1ccc2nc(NC(=O)c3ccc(Cl)cc3)sc2c1
(2) COc1ccc(N2C(=O)CCC(C(=O)N3CCOCC3)C2c2ccc(F)cc2)cc1 (configuration not stated)
(3) COc1ccc(Cn2c(=O)c3[nH]cnc3n(-c3ccccc3C)c2=O)cc1
(4) COc1ccc(C)cc1NC(=O)CSc1nnc(COc2ccc(Cl)cc2)n1Cc1ccco1
(5) Cc1ccc(-c2csc(NC(=O)CSc3nc4ccccc4o3)n2)cc1
(6) O=C(CN(CC1CCCO1)S(=O)(=O)c1ccc(S(=O)(=O)NCC2CCCO2)cc1)Nc1ccccc1 (configuration not stated)

compound no. | 1 | 2 | 3 | 4 | 5 | 6
CHO parental Ca | -14 | -4 | -14 | -3 | -17 | -14
TAAR1 antag | 24 | 7 | 13 | 44 | 4 | -1
OXTR potentiate | -10 | -4 | 0 | -23 | -8 | -2
CHRM1 agonist | -5 | 0 | 0 | -4 | -6 | -6
TAAR1 ag | 13 | -1 | 0 | 9 | 2 | 9
CHRM1 antagonist | -16 | 0 | -20 | 15 | -7 | -16
OXTR agonist | 1.2 | -0.6 | 0.9 | -0.8 | -1.6 | -0.7
V1aR counter | 1.2 | 1.8 | 0.7 | 1.0 | 2.2 | 0.2
CHRM1 PAM | 10 | 6 | 15 | -6 | -1 | 9

(7) O=C(CN1CCN(C(C(=O)Nc2ccc(F)cc2)c2ccccc2)CC1)NC1CC1 (configuration not stated)
(8) CCOC(=O)Cc1csc(NC(=O)CSc2nnc(-c3ccncc3)o2)n1
(9) Brc1cc2c(cc1Br)OCCOCCOCCO2
(10) Cc1ccc2c(c1)C(c1ccccc1)N(C(=O)c1cc3ccccc3oc1=O)CC(=O)N2 (configuration not stated)
(11) CC(=O)C1CCC2C3CCC4=CC(=O)CCC4(C)C3C(O)CC12C (configuration not stated)
(12) CCOc1ccccc1CNC(=O)C1CCN(C(=O)c2sccc2-n2cccc2)CC1

compound no. | 7 | 8 | 9 | 10 | 11 | 12
CHO parental Ca | -9 | -6 | -5 | -12 | nt | -33
TAAR1 antag | 10 | 1 | -32 | -1 | -15 | 19
OXTR potentiate | 6 | -8 | -10 | -6 | nt | -11
CHRM1 agonist | -1 | -3 | -1 | -7 | -6 | -3
TAAR1 ag | 2 | 16 | 1 | 4 | 1 | 3
CHRM1 antagonist | 5 | 8 | 8 | 11 | -34 | 3
OXTR agonist | 0.9 | -0.2 | 0.7 | 1.3 | nt | -1.6
V1aR counter | 0.2 | 0.9 | 2.5 | 0.6 | nt | 0.8
CHRM1 PAM | 1 | -2 | -3 | -4 | 4 | 1

(13) Cc1ccccc1-n1ncc(C(C)NC(=O)c2ccccc2)c1C (configuration not stated)
(14) CCOc1ccccc1Nc1nnc(Cc2ccccc2Cl)c(=O)[nH]1
(15) CCOC(=O)CSc1nc2sc(C)c(C)c2c(=O)n1C
(16) Cc1cnc(NC(=O)Nc2ccc(OCc3ccccc3)cc2)c(Br)c1
(17) Cc1sc2ncnc(SCC(=O)NC3CCCC3)c2c1C
(18) CC1CCc2c(sc(NC(=O)CSc3nnc(-c4ccccc4)o3)c2C#N)C1 (configuration not stated)

compound no. | 13 | 14 | 15 | 16 | 17 | 18
CHO parental Ca | -26 | -14 | -16 | -9 | -22 | -12
TAAR1 antag | 8 | 6 | 4 | -18 | -9 | -4
OXTR potentiate | -15 | -14 | -3 | -1 | -6 | 2
CHRM1 agonist | -4 | 1 | -6 | -4 | -10 | -3
TAAR1 ag | 3 | 6 | 5 | 0 | 2 | 0
CHRM1 antagonist | 4 | 2 | -2 | 17 | -17 | -1
OXTR agonist | 3.3 | 0.8 | -1.5 | -0.1 | 0.8 | -0.9
V1aR counter | 6.0 | 2.4 | -1.1 | -1.1 | 0.1 | 1.2
CHRM1 PAM | -3 | 5 | 8 | -5 | 11 | 8

# Some of these compounds in order of the OXTR potentiate value, falling.
No. | compound | OXTR potentiate
6 | O=C(CN(CC1CCCO1)S(=O)(=O)c1ccc(S(=O)(=O)NCC2CCCO2)cc1)Nc1ccccc1 (configuration not stated) | -2
5 | Cc1ccc(-c2csc(NC(=O)CSc3nc4ccccc4o3)n2)cc1 | -8
14 | CCOc1ccccc1Nc1nnc(Cc2ccccc2Cl)c(=O)[nH]1 | -14

# A stretch from further up, for reference:
(15) CCOC(=O)CSc1nc2sc(C)c(C)c2c(=O)n1C
(16) Cc1cnc(NC(=O)Nc2ccc(OCc3ccccc3)cc2)c(Br)c1
(17) Cc1sc2ncnc(SCC(=O)NC3CCCC3)c2c1C
(18) CC1CCc2c(sc(NC(=O)CSc3nnc(-c4ccccc4)o3)c2C#N)C1 (configuration not stated)

compound no. | 15 | 16 | 17 | 18
CHO parental Ca | -16 | -9 | -22 | -12
TAAR1 antag | 4 | -18 | -9 | -4
OXTR potentiate | -3 | -1 | -6 | 2
CHRM1 agonist | -6 | -4 | -10 | -3
TAAR1 ag | 5 | 0 | 2 | 0
CHRM1 antagonist | -2 | 17 | -17 | -1
OXTR agonist | -1.5 | -0.1 | 0.8 | -0.9
V1aR counter | -1.1 | -1.1 | 0.1 | 1.2
CHRM1 PAM | 8 | -5 | 11 | 8

# Compound profiles, as listed above. Values in the order: CHO parental Ca	TAAR1 antag	OXTR potentiate	CHRM1 agonist	TAAR1 ag	CHRM1 antagonist	OXTR agonist	V1aR counter	CHRM1 PAM
# CCOc1ccccc1Nc1nnc(Cc2ccccc2Cl)c(=O)[nH]1 is listed as -14	6	-14	1	6	2	0.8	2.4	5
# CC(=O)C1CCC2C3CCC4=CC(=O)CCC4(C)C3C(O)CC12C (configuration not stated) is listed as nt	-15	nt	-6	1	-34	nt	nt	4
# CCOC(=O)Cc1csc(NC(=O)CSc2nnc(-c3ccncc3)o2)n1 is listed as -6	1	-8	-3	16	8	-0.2	0.9	-2

# Next section
(19) CC(C)CN(C(=O)COC(=O)c1ccccc1NCc1ccco1)c1c(N)n(Cc2ccccc2)c(=O)[nH]c1=O
(20) Cc1cccc(C)c1OCC(O)CN1CCCCC1 (configuration not stated)
(21) Cn1ncc2nc[nH]c(=O)c21
(22) Cc1ccccc1-c1nc(P(=O)(c2ccccc2)c2ccccc2)c(N2CCOCC2)o1
(23) O=S(=O)(NCc1ccc(F)cc1)c1ccc2c(c1)OCCO2
(24) CCC(C)(C)n1nnnc1C(c1ccccn1)N1CCN(c2cccc(OC)c2)CC1 (configuration not stated)
(25) Cc1ccc(OCC(=O)NN=C2C3CC4CC(C3)CC2C4)cc1
(26) Cc1ccc(S(=O)(=O)NC2CCCCC2)cc1C(=O)N1CCC(C(N)=O)CC1

compound no. | 19 | 20 | 21 | 22 | 23 | 24 | 25 | 26
CHO parental Ca | -19 | -4 | -1 | -35 | 18 | -7 | -8 | -4
TAAR1 antag | -1 | 7 | -1 | -38 | -7 | -4 | -12 | -17
OXTR potentiate | -17 | -1 | 1 | 6 | -9 | -15 | -3 | 2
CHRM1 agonist | -2 | -5 | -1 | 0 | -3 | -4 | -3 | -2
TAAR1 ag | 1 | 1 | 7 | 8 | 12 | 8 | -2 | 2
CHRM1 antagonist | -4 | -5 | -6 | -14 | 3 | 5 | 1 | -5
OXTR agonist | -1.0 | 0.6 | -0.1 | -2.7 | 1.2 | -1.5 | -0.3 | 0.6
V1aR counter | 0.6 | -1.0 | 0.2 | -1.1 | 4.6 | -0.9 | -0.7 | -0.6
CHRM1 PAM | 6 | 9 | 8 | 13 | 0 | -1 | 1 | 2

# Not a hit list. About 3.7% of those tested had a hit in this group.
